Source: PubChem (several laboratories)
Mtb RmlCD inh = M. tuberculosis RmlC/RmlD inhibition | P9WH09+P9WH11 | RmlC+RmlD coupled enzyme assay, percent inhibition; primary screen in compound mixtures | hit rate 0.03% among 160,000 | inhibition, % at 3.6 µM; in the data active = inhibition mostly above about 34%, no sharp cut-off; inconclusive = no clear call, values can overlap the other calls; inactive = mostly below about 22%; note: some results filed as inactive read as strong as hits
Target sequence (P9WH09 whole entry, looked up): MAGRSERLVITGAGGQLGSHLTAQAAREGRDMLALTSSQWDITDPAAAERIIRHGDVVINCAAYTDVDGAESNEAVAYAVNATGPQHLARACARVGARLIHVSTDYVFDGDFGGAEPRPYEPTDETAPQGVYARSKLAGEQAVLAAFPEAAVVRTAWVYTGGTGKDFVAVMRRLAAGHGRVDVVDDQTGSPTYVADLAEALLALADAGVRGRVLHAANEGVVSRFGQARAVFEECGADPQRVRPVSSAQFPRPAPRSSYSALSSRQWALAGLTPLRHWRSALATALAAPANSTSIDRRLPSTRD
Target sequence (P9WH11 whole entry, looked up): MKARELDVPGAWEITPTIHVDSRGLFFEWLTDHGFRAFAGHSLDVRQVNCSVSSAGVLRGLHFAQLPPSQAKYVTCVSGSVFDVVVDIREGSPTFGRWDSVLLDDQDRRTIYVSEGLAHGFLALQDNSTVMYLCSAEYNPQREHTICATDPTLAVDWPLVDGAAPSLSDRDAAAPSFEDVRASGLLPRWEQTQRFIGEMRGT
GlmU inhibition = inhibition of mycobacterial GlmU enzyme – biochemical, glucosamine-1-phosphate acetyltransferase (AID 1376); hit rate 0.25% among 220,000; M. tuberculosis GlmU acetyltransferase enzyme assay; higher % means a stronger effect; one-dose inhibition, %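 (tested at 30 µM in the primary screen)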; IC50 in µM for titrated hits; in the data active = inhibition above about 13%; inconclusive = no clear call, values can overlap the other calls;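 note: 0% = complete reaction with vehicle and 100% = reaction without substrate; strong numbers were not always called active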
Numbers without * were called inactive; ? = inconclusive; . = no result given. Some of the compounds tested, so the mix of outcomes need not match the whole.

Compound	Mtb RmlCD inh	GlmU inhibition
COC(=O)c1c(NC(=O)COC(=O)CNC(=O)C2CCCCC2)sc(C)c1C	-33	-2.3%
Cc1ccc(C2=Nc3ccccc3NC(C)(c3ccc(C)o3)C2)o1 (stereo not drawn)	-9	0.6%
COC(=O)C(C)Sc1nc(NCc2ccccc2)nc(N(C)C)n1 (stereo not drawn)	6	-2.1%
Cc1ccc(-c2nnn(CC(=O)N(CC3CCCO3)C(C(=O)NC3CCCC3)c3ccc(O)cc3)n2)o1 (stereo not drawn)	-15	6.7%
COc1ccc(NC(=O)CN(C)S(=O)(=O)c2ccccc2)c([N+](=O)[O-])c1	18	6.8%
COc1nn(CC(=O)N2N=C(C)CC2(O)C(F)F)cc1[N+](=O)[O-] (stereo not drawn)	.	-2.7%
COc1ccc(/C=C2/SC(=O)N(CCNC(=O)CC(NC(C)=O)c3ccccc3)C2=O)cc1 (stereo not drawn)	-1	-5.6%
O=c1[nH]c(=S)n(CCC2=CCCCC2)c(O)c1C=NC1CCN(Cc2ccccc2)CC1	.	-3.0%
CN1CCCC(OC(=O)c2ccc3c(c2)OCCO3)C1 (stereo not drawn)	106	-0.5%
CN1CCN(S(=O)(=O)c2cccc(C(=O)NCc3ccccc3Cl)c2)CC1	-3	7.2%
NS(=O)(=O)c1ccc(NC(=S)NC(=O)/C=C/c2cccs2)cc1	5	0.9%
Cc1nn(C(C)C(=O)N2CCc3ccccc32)c(C)c1[N+](=O)[O-] (stereo not drawn)	.	1.6%
CSc1ccccc1NC(=O)CN(c1ccccc1Br)S(C)(=O)=O	-9	3.0%
COc1ccc(NC(=S)N/N=C/c2cccn2Cc2ccc(F)cc2Cl)cc1	7	-1.6%
O=C(O)Cc1ccc2c(c1)N(S(=O)(=O)c1cccc(C(F)(F)F)c1)CC(C(=O)O)O2 (stereo not drawn)	-1	0.8%
Cc1noc(NS(=O)(=O)c2ccc(NC(=O)C(CC(C)C)N3C(=O)c4ccccc4C3=O)cc2)c1C (stereo not drawn)	.	0.5%

Some of these compounds in order of SMILES length, ascending:
Compound	Mtb RmlCD inh	GlmU inhibition
Cc1ccc(C2=Nc3ccccc3NC(C)(c3ccc(C)o3)C2)o1 (stereo not drawn)	-9	0.6%
COc1nn(CC(=O)N2N=C(C)CC2(O)C(F)F)cc1[N+](=O)[O-] (stereo not drawn)	.	-2.7%
COc1ccc(NC(=O)CN(C)S(=O)(=O)c2ccccc2)c([N+](=O)[O-])c1	18	6.8%

Following part
Compound	Mtb RmlCD inh	GlmU inhibition
O=C(NCCn1cc(SCc2ccccc2)c2ccccc21)c1ccccc1F	.	2.7%
O=C(OCc1cccs1)c1ccccc1NS(=O)(=O)c1ccc2c(c1)OCCO2	-4	-4.3%
COC(=O)c1ccc(NC(=O)C23CCC(C)(C(=O)O2)C3(C)C)cc1 (stereo not drawn)	18	1.2%
Cc1nc(C(F)(F)F)c(C(=O)NC(=O)Nc2ccc(OC(F)(F)F)cc2)s1	.	2.7%
Cc1cnn2c(C3CC3)ccnc12	4	-2.9%
O=C(O)c1cc([N+](=O)[O-])cc2c1nnn2O	-3	4.4%
CC(C)CN(C)Cc1c(C(=O)N2CCc3ccccc3C2)nc2ccc(Cl)cn12	.	-1.2%
CC(=O)O[C@]1(c2ccccc2)CCN(C)[C@H]2CCCC[C@@H]21	.	5.8%
COc1ccc(N=c2oc3cc(O)ccc3cc2C(=O)NCC2CCCO2)c(OC)c1 (stereo not drawn)	7	2.7%
O=C(NCCCn1ccnc1)/C(=C\c1cccnc1)NC(=O)c1ccccc1Br	2	-0.8%
O=C(NCc1ccc(Cl)c(Cl)c1)c1cccnc1	.	4.7%
Clc1ccccc1CN1CCN(CCCc2ccccc2)CC1	11	-3.1%
CSc1ccccc1NC(=O)COc1ccc(Cl)cc1C	.	-1.5%
CC(=O)n1cc([C@@H]2C=C(C(=O)N3CCOCC3)O[C@H](OCCCCO)C2)c2ccccc21	.	-3.9%
Cc1ccc(NC(=O)CN2C(=O)NC(Cc3c[nH]c4ccccc34)C2=O)cc1S(=O)(=O)N1CCCCC1 (stereo not drawn)	-9	1.0%
Cc1ccc2nc(CSc3nnc(-c4ccco4)n3-c3ccccc3)cc(=O)n2c1	.	5.2%
COc1cc2[nH]c(=S)n(Cc3ccc(C)cc3)c(=O)c2cc1OC	7	-4.5%
Cc1nc2cc(NCc3cc([N+](=O)[O-])ccc3O)ccc2n1Cc1ccccc1	6	1.9%
c1ccc(Cc2cc(-c3ccccc3)on2)cc1	.	-4.3%
CC(C)N1CCCC(CNC(=O)CCc2nnc(CCCCc3ccccc3)o2)C1 (stereo not drawn)	-6	0.4%
CC(C)CCNC(=O)Cn1c(=O)oc2cc(S(=O)(=O)N3CCc4ccccc43)ccc21	-11	-1.1%
O=C(NCCCCc1ccccc1)C1CC(c2ccc([N+](=O)[O-])cc2)=NO1 (stereo not drawn)	10	-4.5%
Cc1ccnc2ccc(P(=O)(c3ccccc3)c3ccccc3)cc12	-7	-4.6%
COc1ccc(C2=CC3=C(Br)C(=O)C(C)(O)C(=O)C3=CO2)cc1 (stereo not drawn)	-6	4.8%
COCc1cc(C)nc(OCC(=O)N/N=C/c2ccccc2)c1C#N	7	1.8%
Cc1cc(-c2cccnc2)c(C#N)c(SCC#N)n1	5	-4.6%
CCOC(=O)c1ccc(NC(=O)Cn2cc3c(n2)CCC(C)C3)cc1 (stereo not drawn)	9	0.4%
O=C(Nc1nc2ccccc2n1Cc1ccc(Cl)cc1)c1ccco1	7	-1.6%
Cc1ccc(NC(=O)c2ccco2)cc1C	-6	1.8%
CCOC(=O)N1CCN(C(=O)C2CCN(S(=O)(=O)c3cc(C)ccc3OC)CC2)CC1	-2	-2.5%
O=C(CN1CCN(Cc2ccccc2)CC1)N1CCCCCC1	9	0.2%
O=C(CN(C(=O)c1ccco1)c1cccc(F)c1)NCc1ccc(F)cc1	.	0.0%
CCCC(=O)Nc1ccc(-c2nc3cc(C)c(C)cc3o2)cc1	.	-4.3%
CCN(C(=O)CSc1nnc(-c2ccncc2)n1Cc1ccccc1)C1CCS(=O)(=O)C1 (stereo not drawn)	?	8.3%
CCOc1ccc(C2C(C(=O)C3CC3)N3C=C(C#N)C=CC3C2(C#N)C#N)cc1 (stereo not drawn)	-5	-2.8%
Cc1csc(NC(=O)c2cc(C)oc2C)n1	-9	.
CCOc1cc(CNC(C)(C)CO)cc(Br)c1OCc1ccc(Cl)cc1Cl	.	-7.2%
Cc1c(Cl)cccc1NC(=O)NCc1ccncc1	-8	-2.1%
O=C(Nc1ccccc1C(=O)N/N=C/c1ccc(F)cc1)c1ccccc1Br	.	-2.8%
COC(OC)c1ccnc(-c2ccc(OC(=O)c3cccs3)cc2)n1	-11	-2.1%
O=C(c1ccc(S(=O)(=O)c2ccccc2Cl)c([N+](=O)[O-])c1)N1CCCCCC1	-8	-2.3%
CC(=O)N1N=C(c2cccs2)CC1c1cccs1 (stereo not drawn)	22	-7.4%
N#Cc1ccccc1N=Cc1ccc(Br)cc1	-9	-2.7%
CCc1ccccc1OCC(=O)OCC(=O)N1CC(=O)Nc2ccccc21	9	3.0%
O=C1C2CCCN2C(c2cccnc2)N1c1ccc(Cl)cc1 (stereo not drawn)	-5	4.9%
CCCCNCCOCCOc1ccc(C)cc1[N+](=O)[O-]	5	-0.3%
COc1cc(N/N=C/c2ccc(N(C)C)cc2)ncn1	-11	2.6%
Cc1ccc(S(=O)(=O)NC(=O)c2cc(C)n(-c3ccccc3)c2C)cc1	-2	1.1%
COc1cc(NC(=S)NC(C)(C)C)c(OC)cc1Cl	-6	-0.7%
CCCCCCC(=O)N/N=C/c1c(O)n(CCc2ccccc2)c(=O)[nH]c1=O	55	-1.4%
Cc1ccc(NC(=O)CC(NCC2CCCO2)C(=O)O)cc1C (stereo not drawn)	32	-8.1%
O=C(CSc1nnc2ccccn12)NNC(=O)c1ccc(Cl)cc1	-10	-4.1%
CN(C)/C=N/c1ncc(C(=O)OC(C)(C)C)s1	11	0.4%
CCC(C)NC(=O)Cn1cccc1C(=O)c1ccccc1 (stereo not drawn)	7	-2.0%
COC(=O)Cc1[nH]n(-c2nc3ccccc3s2)c(=O)c1C(C)=Nc1ccc(Cl)cc1	.	-1.2%
Cc1nc2cc(C(=O)NCc3cccnc3)ccc2n1-c1ccc(F)cc1F	-12	-1.0%

Carrying on:
Compound	Mtb RmlCD inh	GlmU inhibition
COc1ccccc1C(c1nnnn1CC1CCCO1)N1CCN(c2ccccc2)CC1 (stereo not drawn)	-4	2.4%
O=C(CSc1nc(-c2ccccc2)c(-c2ccccc2)o1)Nc1nncs1	9	-4.4%
CCCCCOC(=O)C1=C(C)Nc2nnnn2C1c1ccc(OC)c(OC)c1OC (stereo not drawn)	.	-4.2%
Cc1ccc(-n2c([S-])c(C(=O)Nc3ccc(OC(F)F)cc3)[n+]3ccc(C(=O)NCCO)cc23)cc1C	-10	-2.7%
CC(=O)N1CCC(N2CCN(Cc3ccc(C)cc3)C(CCO)C2)CC1 (stereo not drawn)	-8	-2.4%
CC(=O)C(Sc1ccc2nnc(-c3cccnc3)n2n1)C(C)=O	4	-1.1%
CN(Cc1cnccn1)Cc1nc(Cc2ccccc2Cl)no1	-10	-2.1%
O=S(=O)(Nc1ncccn1)c1ccc(NC(=S)Nc2ccccc2Cl)cc1	8	-1.1%
Cc1cc(C)c2c(N)c(C(=O)c3ccccc3)sc2n1	5	2.6%
O=C(O)C1=NOC(CNC(=O)c2ccccc2Cl)C1 (stereo not drawn)	-6	1.7%
CCOC(=O)C1(CCc2ccccc2)CCN(C(=O)c2cccc(C)n2)CC1	.	-0.2%
COc1ccc(S(=O)(=O)N2c3cc(C)ccc3OCC2C(C)(C)C)cc1 (stereo not drawn)	?	2.7%
Cc1cc2cc(CCNC(=O)c3ccc(C)c([N+](=O)[O-])c3)c(=O)[nH]c2cc1C	4	-0.9%
c1ccc2c(c1)Cn1c-2nc2ccccc21	2	0.5%
O=C(O)[C@@H]1C[C@H]1[C@@H](NP(=O)(c1ccccc1)c1ccccc1)c1ccccc1	.	5.5%
Cc1ccc(NC(=O)N2CCC(O)(c3ccc(Cl)cc3)CC2)cc1	41	1.0%
O=c1n(-c2ccc(Br)cc2)cnn1-c1ncccc1[N+](=O)[O-]	3	-0.1%
CCOC(=O)c1[nH]c(C)c(/C(O)=C2\C(=O)C(=O)N(CCN3CCOCC3)C2c2ccco2)c1C (stereo not drawn)	1	1.0%
Cc1cccc(N(CC(=O)O)CC(=O)O)c1	2	2.5%
Cc1ccc(O)c(CC(C)C)n1	12	6.4%
O=C1CCCN1S(=O)(=O)c1ccccc1	63	4.6%
O=C(NC1CCCC1)C(c1ccccn1)N(C(=O)c1csnn1)C1CCCCC1 (stereo not drawn)	-4	2.3%
Cc1ccc(-n2cc(CNCCCN3CCCC3=O)c(-c3ccc(F)cc3)n2)cc1	.	-4.7%
CCn1c(SCC(=O)Nc2nccs2)nnc1-c1ccccc1	.	-6.8%
CCc1ccc(CNc2ccc3c(c2)ncn3C)cc1	-8	-5.6%
CCOc1cc(C=C2C(=O)NC(=O)NC2=O)ccc1OCC(=O)N1CCOCC1	0	1.5%
Cc1ccc(S(=O)(=O)c2nc(S(C)(=O)=O)sc2NCc2ccc3c(c2)OCO3)cc1	11	-1.6%
CCCCC(CC)Cn1c(O)c(/C=C2\C=NN=C2c2ccccc2)sc1=S (stereo not drawn)	4	-3.3%
Cc1ccccc1-n1c(=S)[nH]c2nc3c(cc2c1=O)COC(C)(C)C3	0	3.3%
N/C(COc1ccccc1)=N\NS(=O)(=O)c1ccccc1	.	-3.6%
CC(C)=CC(=O)Nc1ccccc1C(N)=O	-7	-3.2%
c1ccc2sc(NN=C3CCCC3)nc2c1	-7	-12%

Filtered by structure: the compounds so far containing an aryl methoxy group (13)
Compound	Mtb RmlCD inh	GlmU inhibition
COc1ccc(NC(=O)CN(C)S(=O)(=O)c2ccccc2)c([N+](=O)[O-])c1	18	6.8%
COc1nn(CC(=O)N2N=C(C)CC2(O)C(F)F)cc1[N+](=O)[O-] (stereo not drawn)	.	-2.7%
COc1ccc(/C=C2/SC(=O)N(CCNC(=O)CC(NC(C)=O)c3ccccc3)C2=O)cc1 (stereo not drawn)	-1	-5.6%
COc1ccc(NC(=S)N/N=C/c2cccn2Cc2ccc(F)cc2Cl)cc1	7	-1.6%
COc1ccc(N=c2oc3cc(O)ccc3cc2C(=O)NCC2CCCO2)c(OC)c1 (stereo not drawn)	7	2.7%
COc1cc2[nH]c(=S)n(Cc3ccc(C)cc3)c(=O)c2cc1OC	7	-4.5%
COc1ccc(C2=CC3=C(Br)C(=O)C(C)(O)C(=O)C3=CO2)cc1 (stereo not drawn)	-6	4.8%
CCOC(=O)N1CCN(C(=O)C2CCN(S(=O)(=O)c3cc(C)ccc3OC)CC2)CC1	-2	-2.5%
COc1cc(N/N=C/c2ccc(N(C)C)cc2)ncn1	-11	2.6%
COc1cc(NC(=S)NC(C)(C)C)c(OC)cc1Cl	-6	-0.7%
COc1ccccc1C(c1nnnn1CC1CCCO1)N1CCN(c2ccccc2)CC1 (stereo not drawn)	-4	2.4%
CCCCCOC(=O)C1=C(C)Nc2nnnn2C1c1ccc(OC)c(OC)c1OC (stereo not drawn)	.	-4.2%
COc1ccc(S(=O)(=O)N2c3cc(C)ccc3OCC2C(C)(C)C)cc1 (stereo not drawn)	?	2.7%
